Screening results deposited in PubChem BioAssay by National Center for Advancing Translational Sciences (NCATS).
JMJD2A Tudor = inhibitors of human JMJD2A Tudor domain; O75164; AlphaScreen JMJD2A-Tudor / H3K4me3 peptide binding; Potency, µM (top dose mostly 114 µM), for the others: at the highest dose activity change, negative = inhibition, most hits filed as inhibitors; 4.4% of 390,000 active; AID 504339; also: % is scaled to controls: 0 for no effect and ±100 for the full control effect; nearly all actives have a fitted effect of over 50% in size
BLM helicase inh = inhibitors of human Bloom syndrome helicase BLM; P54132; recombinant BLM DNA unwinding, fluorescence dequenching; Potency, µM (titrated, usually from 56.1 µM), inactives show top-dose activity change, negative = inhibition, most hits filed as inhibitors; 0.2% of 350,000 active; AID 2528;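 also: plate controls were vehicle for no effect and no enzyme for full effect; nearly all actives have a fitted effect of over 35% in size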
G9a inh = blocks human histone lysine methyltransferase G9a; Q96KQ7; G9a H3K9 monomethylation, AlphaScreen, 2 h; Potency, µM (doses to about 102 µM), for inactives: at the top dose activity, negative = inhibition, usual class: inhibitors; 8.8% of 350,000 active; also: % is scaled to controls: 0 for no effect and ±100 for the full control effect; nearly all actives have a fitted effect of over 75% in size
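AlphaScreen detection with an anti-monomethyl H3K9 antibody quantified product after a 2 h room-temperature reaction containing 500 nM biotinylated H3K9 peptide, 20 µM SAM and 20 nM enzyme, which had been preincubated 15 min with compound.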
APEX1 inh = inhibitors of human APE1 endonuclease; P27695; recombinant APE1, TAMRA/BHQ-2 abasic DNA cleavage fluorescence; Potency, µM (highest dose often 65.8 µM), without a hit: at the highest dose activity change, negative = inhibition, usual class: inhibitors; 0.35% of 350,000 active; AID 2517;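 also: plate controls were vehicle for no effect and reference inhibitor for full effect; nearly all actives have a fitted effect of over 55% in size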
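Quantitative HTS: incision of a TAMRA/BHQ-2 double-stranded substrate bearing a tetrahydrofuran abasic site by 0.75 nM APE1 raises fluorescence. Substrate 50 nM final, added after 15 min compound preincubation at room temperature; progress as third-minus-first kinetic read difference.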
POLB inh = blocks human DNA polymerase beta activity; Pol beta primer extension/strand displacement, fluorescence kinetic; Potency, µM (highest dose often 114 µM), inactives show at the top dose activity change, negative = inhibition, actives largely listed as inhibitors; 1.3% of 340,000 active; AID 485314; also: % is scaled to controls: 0 for no effect and ±100 for the full control effect
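Pol beta (10 nM) was preincubated with compound for 15 min at room temperature. The reaction was then started with 50 nM substrate and read immediately and after a further 10 min at room temperature.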
BAZ2B inh = inhibitors of human BAZ2B bromodomain; 4.4% of 360,000 active; AlphaScreen BAZ2B-H3K14Ac peptide displacement; Potency, µM (top dose mostly 114 µM), without a hit: top-dose activity change, negative = inhibition, most hits filed as inhibitors; AID 504333; Q9UIF8; also: % is scaled to controls: 0 for no effect and ±100 for the full control effect; nearly all actives have a fitted effect of over 60% in size
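Inhibition is scored as reduced AlphaScreen emission. The BAZ2B/b-H3(5-23)K14Ac complex (50 nM each) in PBS pH 7.4, 0.01% Tween-20 meets compound (up to 110 uM) for 30 min at RT before bead addition.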
Pol iota inh = blocks human DNA polymerase iota activity; Potency, µM (series often up to 115 µM), without a hit: at the highest dose activity, negative = inhibition, usual class: inhibitors; Pol iota fluorescent replication assay, 10 min; AID 588590; 1% of 390,000 active; Q9UNA4
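Pol iota at 10 nM preincubated 15 min with compounds at room temperature; reaction started with fluorescent substrate, 50 nM final. Fluorescence read kinetically at 0 and 10 min; buffer-only wells as negative control.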
Pol eta inh = blocks human DNA polymerase eta activity; Q9Y253; recombinant Pol eta, fluorescent DNA replication assay; Potency, µM (titrated, usually from 114 µM), without a hit: at the top dose activity change, negative = inhibition, hits mostly inhibitors; 1.2% of 390,000 active; AID 588591; also: % is scaled to controls: 0 for no effect and ±100 for the full control effect
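Pol eta (10 nM) was preincubated with compounds for 15 min at room temperature, after which fluorescent replication substrate (50 nM final) was added to start the reaction. Fluorescence was read kinetically at 0 and 10 min.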
Pol kappa inh = DNA polymerase kappa (human) inhibition; 0.53% of 400,000 active; Q9UBT6; AID 588579; Potency, µM (top dose mostly 107 µM), for the others: at the top dose activity, negative = inhibition, most hits filed as inhibitors; purified Pol kappa, fluorescent DNA synthesis assay, 10 min; also: % is scaled to controls: 0 for no effect and ±100 for the full control effect
Target sequence (Q9UBT6 whole entry, looked up): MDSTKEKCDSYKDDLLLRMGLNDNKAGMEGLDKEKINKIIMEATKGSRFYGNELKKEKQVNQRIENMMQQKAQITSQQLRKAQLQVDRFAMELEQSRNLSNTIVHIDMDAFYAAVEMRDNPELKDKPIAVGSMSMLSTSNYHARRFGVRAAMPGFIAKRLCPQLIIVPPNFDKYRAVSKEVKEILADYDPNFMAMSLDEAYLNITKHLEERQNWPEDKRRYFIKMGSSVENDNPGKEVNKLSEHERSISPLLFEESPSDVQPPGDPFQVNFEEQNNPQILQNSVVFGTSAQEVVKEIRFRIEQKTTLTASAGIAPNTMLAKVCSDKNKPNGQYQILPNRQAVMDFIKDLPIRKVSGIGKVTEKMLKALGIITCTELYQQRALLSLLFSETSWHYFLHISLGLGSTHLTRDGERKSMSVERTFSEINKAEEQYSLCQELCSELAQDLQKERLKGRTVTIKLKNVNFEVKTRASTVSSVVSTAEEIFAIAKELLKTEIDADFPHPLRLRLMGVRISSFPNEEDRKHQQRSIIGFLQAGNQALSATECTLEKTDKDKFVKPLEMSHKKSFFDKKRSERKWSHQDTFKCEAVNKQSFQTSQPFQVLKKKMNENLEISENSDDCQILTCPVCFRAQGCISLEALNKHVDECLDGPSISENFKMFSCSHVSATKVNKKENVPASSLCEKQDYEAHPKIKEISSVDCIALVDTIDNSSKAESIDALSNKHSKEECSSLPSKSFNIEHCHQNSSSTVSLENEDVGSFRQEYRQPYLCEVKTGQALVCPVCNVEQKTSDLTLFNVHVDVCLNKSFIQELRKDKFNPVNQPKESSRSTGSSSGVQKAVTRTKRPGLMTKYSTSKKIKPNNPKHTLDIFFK
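Pol kappa 10 nM + cpd, 15 min RT; start w/ substrate 50 nM final; fluorescence kinetic read, 0 and 10 min. Neg ctrl: buffer, no enzyme.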
* marks the source's active call; other numbers are inactive results; ? = inconclusive; / = no result given; & = joins results of further samples; [ ] = another dose, or the depositor's remark. Calls follow the shape of the dose curve; as a rule, active = well fitted curve in the direction sought with a large enough effect; inconclusive = small, poorly fitted or top-dose-only effect, or another doubt; inactive = no such curve, though single readings can be large; an effect the other way counts as inactive or inconclusive. Potency is read from the fitted curve at half-maximal effect.

SMILES	JMJD2A Tudor	BLM helicase inh	G9a inh	APEX1 inh	POLB inh	BAZ2B inh	Pol iota inh	Pol eta inh	Pol kappa inh
O=[N+]([O-])c1cccc(-c2nnn(C34CC5CC(CC(C5)C3)C4)n2)c1	-21%	2%	-8%[12.7 µM]	1%	23%	-9%	6%	2%	-8%
CN1CCc2c(sc(NC(=O)c3ccc(S(=O)(=O)N4CCOCC4)cc3)c2C(N)=O)C1	-27%	-11%	40µM*	-1%	2%	1%	69%[activator]	-8%	-28%
Cc1ccccc1N=C(NO)c1cccnc1	-3%	-3%	4%	5%	-15%	3%	-3%	-3%	-15%
CCCc1nc2ccccc2c(=O)n1CC(=O)c1ccc(OC)cc1	-29%	-6%	29%[0.501 µM]	-1%	7%	7%	18%	-1%	-1%
CCOc1ccccc1NC(=O)CCNC(=O)Cn1ccc2ccccc2c1=O	3%	-9%	23%	39%[activator]	48%	2%	9%	0%	7%
C/C(=N\OC(=O)c1c(-c2ccccc2Cl)noc1C)c1ccncc1	-10%	-5%	/	19%	7%	-15%	77%[activator]	-15%	-5%
CC1(C)CC(=O)C=C(NCCN2CCN(C(=S)NC3CCCCC3)CC2)C1	-8%	-2%	/	15%	47%[activator]	-1%	2%	-1%	-20%
CCCCCn1nc(C)c2c(C)cc(=O)[nH]c21	-11%	0%	11%[59 µM]	-3%	1%	-1%	2%	-5%	-19%
Cc1c(CC(=O)NCCCCCC(=O)O)c(=O)oc2cc3occ(-c4ccccc4)c3cc12	?	1%	24%	-12%	-24%	-4%	-12%	?	-14%
Cc1ccc(C2N(c3cccc(Cl)c3)C(=O)C3CCCN32)o1 (stereo not given)	-10%	1%	?	-1%	25%	10%	-8%	2%	-9%
Cc1ccc(Nc2nc(N3CCOCC3)nc(N3CCOCC3)n2)cc1	-14%	-5%	/	0%	16%	2%	26%	-12%	-4%
CCCCc1ccc(NC(=O)CN(C)CC(=O)Nc2ccccc2Cl)cc1	-10%	-11%	10%	-18%	27%	5%	13%	-13%	-7%
COc1ccc(-c2noc(CCC(=O)N(C)c3ccccc3C)n2)cc1	-3%	-4%	7%[59 µM]	/	-3%	7%	4%	-23%	4%
CSc1cccc(NC(=O)C2CCCN(c3ncnc4c3nc3n4CCCCC3)C2)c1 (stereo not given)	-37%	-6%	-14%	-1%	-27%	?	25%	-10%	-7%
O=C(Nc1nc(N2C(=O)c3ccccc3C2=O)n(-c2ccccc2)n1)c1ccc(Cl)cc1	-22%	1%	-3%	1%	10%	-24%	30%	10%	-8%
O=C(N/N=C/c1ccco1)c1cc(-c2cccs2)[nH]n1	-8%	2%	6%[59 µM]	-3%	-11%	-30%	9%	-9%	5%[60.1 µM]
O=C1[C@H]2[C@H](C=CC[C@H]2C(=O)N2CCOCC2)CCN1Cc1ccc(Cl)c(Cl)c1	-23%	/	/	/	/	/	?	-17%	-13%&-9%
Cc1ncc([N+](=O)[O-])n1CC(=O)NC(C)(C)C	4%	7%	?	16%	3%	-11%	122%[activator]	-3%	-6%
Cc1ccc(N2C(=O)NC(NC(=O)C(C)(C)C)(C(F)(F)F)C2=O)cc1C (stereo not given)	-14%	2%	?	4%	36%	-4%	9%	-7%	-8%
COc1ccc(/C=N/NC(=O)CNC(=O)c2ccc3c(c2)OCCO3)c(C(=O)O)c1OC	-6%	-2%	2%[59 µM]	10%	39%[activator]	-11%	15%	-16%	-2%
CC(C)(C)OC(=O)N1CCCC1C(=O)N1CCc2ccccc21 (stereo not given)	-14%	3%	7%[59 µM]	10%	0%	6%	5%	-13%	3%
CCc1ccccc1N(C(=O)c1snc(C(N)=O)c1N)C(C(=O)NCC1CCCO1)c1ccc(OC)c(OC)c1 (stereo not given)	5%	-1%	26%	-5%	69%	-1%	-17%	-21%	7%
O=C(COC(=O)c1cccnc1)Nc1ccccc1	-14%	-5%	-12%[59 µM]	7%	21%	10%	-7%	-11%	8%
COc1ccc(C(=O)NCC(c2cccs2)N2CCc3ccccc32)c(OC)c1 (stereo not given)	-14%	/	-8%	-15%	/	-8%	18%	-4%	-9%
Fc1ccc(-c2[nH]ncc2-c2nnnn2-c2ccccc2)c(F)c1	-13%	-3%	32%[activator]	3%	17%	-10%	16%	-3%	-3%
COc1cc(NS(=O)(=O)c2cc(Br)cc3c2N(C(=O)C2CC2)CC3)cc(OC)c1	-15%	0%	-23%[59 µM]	/	0%	9%	?	-17%	-9%[60.1 µM]
COc1ccc(-c2nn(-c3ccccc3)cc2CO)cc1OC	-8%	-3%	-6%[59 µM]	3%	-13%	1%	-5%	-8%	-6%
Cc1ccc(C)c(N(C(=O)CNC(=O)c2ccco2)C(C(=O)NCC2CCCO2)c2ccccc2)c1 (stereo not given)	-17%	-3%	0%	57%[activator]	1%	-11%	-11%	-4%	-12%
COc1ccc(C/C(C)=N/NC(=O)c2cc(C)oc2C)cc1	-19%	4%	13%[59 µM]	22%	10%	-8%	2%	-6%	-8%
O=C(NCCN1C(=O)S/C(=C\c2ccccc2F)C1=O)C1=COCCO1	-5%	/	?	13%	/	4%	?	-8%	1%
O=C(CN1CCN(Cc2ccc3c(c2)OCO3)CC1)N1CCc2[nH]c3ccc(F)cc3c2C1	?	2%	?	-3%	-6%	?	3%	-13%	-3%
CC(C)CN1CCN(Cc2cccn2-c2ccccn2)CC1CCO (stereo not given)	-15%	-2%	?	9%	20%	?	28%	-19%	2%
CCOC(=O)c1ccc(NC(=S)NCCCN2CCN(C3CCCCC3)CC2)cc1	-9%	4%	?	2%	-11%	-2%	90%[activator]	-11%	1%
Cc1ccc(S(=O)(=O)N2CCN(c3ncccn3)CC2)c(C)c1	-7%	-2%	/	1%	26%	-5%	14%	-7%	-2%
O=C(Nc1ccc2c(c1)OCO2)c1ccc(S(=O)(=O)N2CCCC2)cc1	-25%	0%	-10%	-1%	7%	-27%	109%[activator]	-3%	2%
CC(=O)Nc1ccc(NC(=O)CSC2=NS(=O)(=O)c3cc(F)ccc3N2)cc1	-7%	/	?	9%	/	?	-16%	-2%	-3%
Cc1ccc(Nc2nnc(C)c3ccccc23)c(C)c1	-13%	/	/	/	/	/	15%	-17%	-19%
CCOc1ccc(-c2cc(C(=O)NCc3ccccc3)c3c(-c4ccc(CC)cc4)[nH]nc3n2)cc1	-2%	-2%	1%[59 µM]	/	9%	-2%	19%	-18%	0%
CCOC(=O)/C=C1\SCC(=O)N1CC(=O)NC(C)c1ccccc1 (stereo not given)	-4%	-2%	20%[59 µM]	4%	14%	0%	-1%	-15%	-16%
NC(=O)c1ncn([C@@H]2O[C@H](CNCc3ccc(OCC(=O)Nc4nccs4)cc3)[C@@H](O)[C@H]2O)n1	?	/	/	/	/	/	-45%	2%	-9%
Cc1cc(S(=O)(=O)NCc2ccncc2)c(C)cc1Br	0%	0%	-2%	12%	-1%	-2%	25%	0%	-7%
Cc1nnsc1SCCNC(=O)c1c(F)cccc1F	-16%	0%	12%[59 µM]	3%	-2%	0%	9%	-18%	-3%
CC(=O)c1ccc(N2CCN(C(=O)CCC(=O)Nc3ccc4nc(N5CCN(C)CC5)cc(C)c4c3)CC2)cc1	-29%	26%	?	10%	18%	-39%	47%[activator]	-9%	-4%
CCN(CC(=O)Nc1ccccc1OC)C(=O)C1CC2C=CC1C2 (stereo not given)	0%	3%	8%[59 µM]	2%	48%	-3%	12%	-1%	-18%
O=C1OCCC1Sc1nc2ccccc2n1-c1ccccc1 (stereo not given)	-8%	-1%	5%[59 µM]	0%	17%	-20%	?	-12%	-15%
CC12OC1C1(O)CCCC1=CC2=O (stereo not given)	/	0%	/	9%	21%	-6%[57.1 µM]	/	/	/
Cc1cccc(CNC(=O)c2cnc3sc(N4CCCCCC4)nn3c2=O)c1	?	1%	20%[59 µM]	/	-9%	-8%	-24%	-10%	-18%
CCOC(=O)c1c(/N=C/N(C)C)sc(/C=N/Nc2ccccc2)c1-c1ccccc1	?	-2%	?	4%	2%	-4%	37%	-29%	-4%[60.1 µM]
CC1(C)S[C@@H]2[C@H](NC(=O)Cc3ccccc3)C(=O)N2[C@H]1C(=O)O	-9%&10%	1%	21%	3%	2%	-31%&-1%	-26%&6%	-6%&-16%	-9%
O=c1cc(-c2ccccc2Cl)c2c([nH]1)CCC2	-31%	-7%	?	-6%	?	-4%	?	6%	-16%
O=C(CCS(=O)(=O)c1ccc(Br)cc1)NCCc1ccccc1	40µM*	-9%	50µM*	11%	?	?	50µM*	20µM*	?
CNC(=O)N(O)C1N(c2ccccc2)C(=S)SC1(C)C (stereo not given)	1%	2%	-9%[59 µM]	-3%	-1%	-3%	4%	-7%	-23%
COc1cccc(-c2csc(NC(=O)C3CC3)n2)c1	-4%	-2%	-4%	-4%	10%	6%	20%	-7%	6%
Oc1ccc(Nc2nc(-c3cccnc3)cs2)cc1	?	0%	40µM*	-15%	-9%	?	14%	-10%	-4%
Cc1cc(C)n(CC(=O)N/N=C/c2ccco2)n1	-11%	-3%	20%	-3%	0%	0%	13%	-7%	-9%
C=CCNC(=O)C12CCC(C)(C(=O)C1Br)C2(C)C (stereo not given)	-14%	3%	-1%[59 µM]	24%	-3%	12%	28%	-14%	-12%

Entries of single compounds as entered above.
Profile of `Cc1cccc(CNC(=O)c2cnc3sc(N4CCCCCC4)nn3c2=O)c1` → JMJD2A Tudor: ?; BLM helicase inh: 1%; G9a inh: 20%[59 µM]; APEX1 inh: /; POLB inh: -9%; BAZ2B inh: -8%; Pol iota inh: -24%; Pol eta inh: -10%; Pol kappa inh: -18%
Profile of `O=C(CCS(=O)(=O)c1ccc(Br)cc1)NCCc1ccccc1` → JMJD2A Tudor: 40µM*; BLM helicase inh: -9%; G9a inh: 50µM*; APEX1 inh: 11%; POLB inh: ?; BAZ2B inh: ?; Pol iota inh: 50µM*; Pol eta inh: 20µM*; Pol kappa inh: ?

The list is partial, so the mix of outcomes need not match the whole.
